Screening data: PubChem BioAssay, Broad Institute
NSD2 inh – NSD2 (human) methyltransferase inhibition; O96028; NSD2-SET H3K36me1 DELFIA fluorescence, biochemical; inhibition, % at 12.5 µM; 44,000 compounds, 0.07% hits; in the data active means inhibition above about 54%, passing the limit was not always enough;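 further: inhibitors reduce the monomethyl H3K36 fluorescence signal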
Target sequence (O96028 whole entry, looked up): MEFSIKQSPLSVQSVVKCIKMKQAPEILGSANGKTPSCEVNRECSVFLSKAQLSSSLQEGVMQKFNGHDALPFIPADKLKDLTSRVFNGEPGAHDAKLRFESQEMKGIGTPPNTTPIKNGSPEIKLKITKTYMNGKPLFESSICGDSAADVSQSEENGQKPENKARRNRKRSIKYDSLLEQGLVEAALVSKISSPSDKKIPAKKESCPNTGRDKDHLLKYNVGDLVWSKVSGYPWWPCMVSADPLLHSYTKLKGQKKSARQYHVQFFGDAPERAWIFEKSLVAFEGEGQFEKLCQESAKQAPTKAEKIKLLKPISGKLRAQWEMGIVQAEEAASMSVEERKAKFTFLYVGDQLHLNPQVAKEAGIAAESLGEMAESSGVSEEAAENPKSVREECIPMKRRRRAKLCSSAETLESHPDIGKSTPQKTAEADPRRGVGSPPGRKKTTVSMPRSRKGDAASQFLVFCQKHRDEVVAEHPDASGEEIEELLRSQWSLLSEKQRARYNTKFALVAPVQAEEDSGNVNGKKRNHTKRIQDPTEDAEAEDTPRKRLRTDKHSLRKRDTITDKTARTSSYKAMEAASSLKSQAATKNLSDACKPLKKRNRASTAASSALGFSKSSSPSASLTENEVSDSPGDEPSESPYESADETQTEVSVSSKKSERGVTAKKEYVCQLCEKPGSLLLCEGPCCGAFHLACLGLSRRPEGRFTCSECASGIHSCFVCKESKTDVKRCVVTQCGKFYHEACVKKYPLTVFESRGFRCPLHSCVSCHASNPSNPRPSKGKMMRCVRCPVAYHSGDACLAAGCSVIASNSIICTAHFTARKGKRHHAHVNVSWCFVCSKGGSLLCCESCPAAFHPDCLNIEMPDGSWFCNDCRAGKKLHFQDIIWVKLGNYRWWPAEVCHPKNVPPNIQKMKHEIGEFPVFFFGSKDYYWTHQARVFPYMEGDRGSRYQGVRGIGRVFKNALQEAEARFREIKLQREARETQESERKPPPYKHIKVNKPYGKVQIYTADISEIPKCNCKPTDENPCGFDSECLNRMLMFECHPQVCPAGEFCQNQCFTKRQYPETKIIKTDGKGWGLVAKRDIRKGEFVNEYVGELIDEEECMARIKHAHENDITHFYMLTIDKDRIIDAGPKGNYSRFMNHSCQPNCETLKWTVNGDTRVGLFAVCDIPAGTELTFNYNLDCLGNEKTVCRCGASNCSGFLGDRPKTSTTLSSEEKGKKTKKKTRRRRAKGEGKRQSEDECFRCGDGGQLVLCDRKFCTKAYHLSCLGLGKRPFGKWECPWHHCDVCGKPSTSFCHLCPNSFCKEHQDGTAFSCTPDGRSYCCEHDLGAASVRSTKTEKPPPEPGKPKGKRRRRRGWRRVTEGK
Active calls of the source: *.

SMILES	NSD2 inh
C=C/C=C/[C@@H]1C(=C)CN2[C@H]1[C@H](Cc1ccccc1)OC(=O)[C@@H]2Cc1ccccc1	6.3
C[C@@H]1CN([C@@H](C)CO)C(=O)c2cc(NC(=O)c3ccncc3)ccc2O[C@@H](C)CCCCO[C@H]1CN(C)S(=O)(=O)c1cccs1	2.4
C[C@H](CO)N1C[C@H](C)[C@@H](CN(C)C(=O)NC2CCCCC2)Oc2ccc(NC(=O)NC3CCCCC3)cc2C1=O	-2.3
CC(C)NC(=O)Nc1ccc2c(c1)CC(=O)N([C@H](C)CO)C[C@H](C)[C@@H](CN(C)Cc1ccc3c(c1)OCO3)O2	7.2
C[C@@H]1CN([C@H](C)CO)S(=O)(=O)c2ccc(C#Cc3ccccc3)cc2O[C@@H]1CN(C)C(=O)Cc1ccccn1	-2.9
C[C@@H]1CN([C@@H](C)CO)C(=O)c2cc(NC(=O)CCCN(C)C)ccc2O[C@@H](C)CCCCO[C@@H]1CN(C)S(=O)(=O)c1cccs1	-1.3
Cc1ccccc1S(=O)(=O)N(C)C[C@H]1OCc2cn(nn2)CCCC(=O)N([C@@H](C)CO)C[C@H]1C	5.3
CC(=O)Nc1nonc1-c1nc2ccccc2n1Cc1ccc(Cl)cc1Cl	-3.2
Cc1ccc(S(=O)(=O)N(C)C[C@@H]2Oc3c(NC(=O)Nc4c(C)noc4C)cccc3C(=O)N([C@H](C)CO)C[C@@H]2C)cc1	2.4
C[C@H](CO)N1C[C@H](C)[C@@H](CN(C)C(=O)C2CCCCC2)Oc2ncc(-c3ccccc3)cc2C1=O	-8.8
Cc1ccccc1-c1cnc2c(c1)C(=O)N([C@@H](C)CO)C[C@H](C)[C@H](CN(C)Cc1cccnc1)O2	3.0
CCN1C(=O)CS/C1=N\N1CCOCC1	0.1
COc1ccc(NC(=O)Nc2ccc3c(c2)C(=O)N([C@@H](C)CO)C[C@@H](C)[C@H](CN(C)C)OCCCC[C@@H](C)O3)cc1	2.5
Cc1noc(C)c1NC(=O)Nc1ccc2c(c1)CC(=O)N([C@H](C)CO)C[C@H](C)[C@@H](CN(C)C(=O)Nc1ccc(F)cc1)O2	3.0
C[C@@H]1CCCCO[C@@H](CN(C)Cc2ccc(C(F)(F)F)cc2)[C@H](C)CN([C@H](C)CO)C(=O)c2cc(NC(=O)c3ccncc3)ccc2O1	-5.6
COc1ccc(NC(=O)N(C)C[C@H]2Oc3c(NS(=O)(=O)c4ccc(F)cc4)cccc3C(=O)N([C@@H](C)CO)C[C@@H]2C)cc1	0.1
O=C(C1=C[C@H](c2csc3ccccc23)C[C@H](OCCCCO)O1)N1CCN(Cc2ccccc2)CC1	1.0
C[C@H]1CN([C@@H](C)CO)C(=O)c2cc(C#Cc3ccccc3F)cnc2O[C@H]1CN(C)S(=O)(=O)c1ccccc1F	-0.1
C[C@@H](O)C#Cc1ccc2c(c1)O[C@@H](CN(C)C)[C@@H](C)CN([C@@H](C)CO)S2(=O)=O	-0.7
CNC[C@H]1Oc2ncc(C#Cc3cccc(OC)c3)cc2C(=O)N([C@H](C)CO)C[C@H]1C	9.3
C[C@@H]1CN([C@@H](C)CO)C(=O)c2cc(/C=C/c3ccccc3)cnc2O[C@H]1CN(C)Cc1ccc2c(c1)OCO2	5.2
C[C@H]1CN([C@@H](C)CO)C(=O)Cc2cc(NC(=O)Cc3ccccc3)ccc2O[C@@H]1CN(C)C(=O)Nc1cccc2ccccc12	0.7
CCCC#Cc1cnc2c(c1)C(=O)N([C@@H](C)CO)C[C@@H](C)[C@@H](CN(C)C(=O)c1cccc(F)c1)O2	-2.3
C[C@@H]1CN([C@@H](C)CO)C(=O)c2cc(-c3cccc(F)c3)cnc2O[C@@H]1CN(C)CC1CCOCC1	6.4
C[C@@H]1CCCCO[C@H](CN(C)C(=O)CCCN(C)C)[C@@H](C)CN([C@H](C)CO)C(=O)c2cc(NS(=O)(=O)c3cccs3)ccc2O1	-60.5

Copied from the list:
NSD2 inh result of Cc1noc(C)c1NC(=O)Nc1ccc2c(c1)CC(=O)N([C@H](C)CO)C[C@H](C)[C@@H](CN(C)C(=O)Nc1ccc(F)cc1)O2 reads 3.0
NSD2 inh result of CCN1C(=O)CS/C1=N\N1CCOCC1 reads 0.1
NSD2 inh result of C[C@@H]1CN([C@@H](C)CO)C(=O)c2cc(-c3cccc(F)c3)cnc2O[C@@H]1CN(C)CC1CCOCC1 reads 6.4

Going on with the list.
SMILES	NSD2 inh
Cc1noc(C)c1S(=O)(=O)N(C)C[C@@H]1Oc2ccc(NC(=O)Cc3ccccc3)cc2CC(=O)N([C@@H](C)CO)C[C@@H]1C	1.6
C=CCOC(=O)C(=O)/C=C/C(C)(C)C	2.4
C[C@H](O)C#Cc1cnc2c(c1)C(=O)N([C@H](C)CO)C[C@@H](C)[C@H](CN(C)C(=O)Cc1ccncc1)O2	5.5
CC(C)C#Cc1cnc2c(c1)C(=O)N([C@@H](C)CO)C[C@@H](C)[C@H](CN(C)C(=O)Nc1ccccc1F)O2	2.3
O=C(C[C@@H]1C[C@H]2c3cc(NS(=O)(=O)c4ccccc4)ccc3O[C@H]2[C@H](CO)O1)N1CCOCC1	0.4
C[C@@H]1CCCCO[C@@H](CN(C)S(=O)(=O)c2ccccc2)[C@@H](C)CN([C@H](C)CO)C(=O)c2cc(N(C)C)ccc2O1	-1.9
C[C@@H]1CN([C@@H](C)CO)C(=O)c2cccc(NS(=O)(=O)c3cn(C)cn3)c2O[C@H]1CN(C)C(=O)Nc1ccc2c(c1)OCO2	0.9
C[C@@H]1CCCCO[C@H](CN(C)C(=O)NC2CCCCC2)[C@H](C)CN([C@@H](C)CO)C(=O)c2cc(NC(=O)Nc3cccc4ccccc34)ccc2O1	7.7
O=C1CSC(c2ccccc2)N1c1cccc(Cl)c1 (stereo unspecified)	-3.2
C[C@@H]1CCCCO[C@H](CN(C)C(=O)c2ccccc2)[C@@H](C)CN([C@H](C)CO)C(=O)c2cc(NC(=O)Nc3cccc4ccccc34)ccc2O1	-0.1
CC(=O)N(C)C[C@H]1Oc2ncc(-c3ccc(C(=O)N(C)C)cc3)cc2C(=O)N([C@@H](C)CO)C[C@@H]1C	2.8
C[C@@H]1CN([C@@H](C)CO)C(=O)c2cccc(NC(=O)C3CCOCC3)c2O[C@@H]1CN(C)Cc1ccc2c(c1)OCO2	2.6
C[C@@H]1CN([C@@H](C)CO)C(=O)c2cc(C#CCN(C)C)cnc2O[C@H]1CN(C)C(=O)Nc1cccc(F)c1	-0.8
C[C@H]1CN([C@@H](C)CO)C(=O)Cc2cc(NC(=O)Nc3ccc(C(F)(F)F)cc3)ccc2O[C@H]1CN(C)Cc1ccc(Oc2ccccc2)cc1	-0.4
CC(C)NC(=O)N(C)C[C@@H]1Oc2c(NC(=O)Nc3ccccc3)cccc2C(=O)N([C@@H](C)CO)C[C@H]1C	4.7
C[C@@H]1CN([C@H](C)CO)C(=O)Cc2cc(NC(=O)Nc3ccccc3)ccc2O[C@H]1CN(C)Cc1ccc(-c2ccccc2)cc1	-15.7
C[C@H](CO)N1C[C@H](C)[C@H](CN(C)C(=O)Cc2ccccc2)OCCCC[C@H](C)Oc2ccc(NS(=O)(=O)c3cccs3)cc2C1=O	-3.9
Cc1ccc(S(=O)(=O)N(C)C[C@@H]2Oc3ccc(NC(=O)Cc4ccccc4)cc3C(=O)N([C@H](C)CO)C[C@@H]2C)cc1	-0.9
Cc1ccc(S(=O)(=O)Nc2ccc3c(c2)C(=O)N([C@@H](C)CO)C[C@@H](C)[C@H](CN(C)C(=O)Nc2c(C)noc2C)O3)cc1	4.8
C[C@@H]1CN([C@@H](C)CO)C(=O)c2cc(NS(=O)(=O)c3ccc(Cl)cc3)ccc2O[C@@H]1CN(C)C(=O)Nc1cccc2ccccc12	-6.0
CC(C)NC(=O)N(C)C[C@H]1OCCCC[C@H](C)Oc2ccc(NC(=O)CCC(F)(F)F)cc2C(=O)N([C@H](C)CO)C[C@H]1C	3.1
Cc1ccc(S(=O)(=O)N(C)C[C@H]2Oc3ccc(NS(=O)(=O)c4cccs4)cc3C(=O)N([C@@H](C)CO)C[C@H]2C)cc1	-2.0
C[C@@H]1CN([C@@H](C)CO)C(=O)c2cccc(NS(C)(=O)=O)c2O[C@H]1CN(C)C(=O)NC1CCCCC1	6.3
O=C(C1=C[C@H](c2ccc(C(F)(F)F)cc2)C[C@H](OCc2ccc(CO)cc2)O1)N1CCN(Cc2ccccc2)CC1	-4.1
COc1ccc(S(=O)(=O)Nc2ccc3c(c2)CC(=O)N([C@@H](C)CO)C[C@@H](C)[C@@H](CN(C)C(=O)Nc2ccccc2)O3)cc1	0.9

Following part
SMILES	NSD2 inh
C[C@H]1CN([C@@H](C)CO)C(=O)c2cccc(NS(=O)(=O)c3ccccc3)c2O[C@H]1CN(C)S(=O)(=O)c1ccc(F)cc1	0.8
C[C@@H]1CN([C@H](C)CO)C(=O)c2cc(-c3ccc(F)cc3)cnc2O[C@H]1CN(C)C(=O)Nc1ccc(F)cc1	0.0
CC(C)NC(=O)Nc1ccc2c(c1)CC(=O)N([C@@H](C)CO)C[C@@H](C)[C@H](CN(C)C)O2	5.5
CC(C)NC(=O)N(C)C[C@H]1Oc2ccc(NC(=O)CCCCCC(=O)Nc3ccccc3N)cc2C(=O)N([C@H](C)CO)C[C@@H]1C	-0.7
CC(C)NC(=O)N[C@@H]1C=C[C@H](CC(=O)NC2Cc3ccccc3C2)O[C@@H]1CO	-9.8
CC1CS(=O)(=O)CCN1/N=C/c1ccc([N+](=O)[O-])o1 (stereo unspecified)	4.7
C[C@@H]1CN([C@H](C)CO)S(=O)(=O)c2ccc(C#CC(C)(C)O)cc2O[C@H]1CN(C)C	0.8
C[C@@H]1CN([C@H](C)CO)C(=O)c2cc(C#CC(C)(C)O)cnc2O[C@H]1CN(C)Cc1ccccn1	5.8
Cc1ccccc1-c1ccc2c(c1)O[C@@H](CN(C)C)[C@@H](C)CN([C@@H](C)CO)S2(=O)=O	-1.2
C[C@H]1CN([C@@H](C)CO)C(=O)c2cc(C#CCc3ccccc3)cnc2O[C@@H]1CN(C)Cc1cccc(C(=O)O)c1	4.8
COc1ccc(C#Cc2ccc3c(c2)O[C@H](CN(C)C)[C@@H](C)CN([C@@H](C)CO)S3(=O)=O)cc1	5.5
O=C(O)CCCC[C@@H]1SC[C@@H]2NC(=O)N[C@@H]21	104.9*
CC(C)NC(=O)Nc1cccc2c1O[C@H](CN(C)C)[C@H](C)CN([C@@H](C)CO)C2=O	1.9
CC(C)NC(=O)Nc1ccc2c(c1)C(=O)N([C@@H](C)CO)C[C@@H](C)[C@H](CN(C)CC1CCCCC1)OCCCC[C@@H](C)O2	3.6
C[C@@H]1CN([C@H](C)CO)C(=O)Cc2cc(NS(=O)(=O)c3ccc(Cl)cc3)ccc2O[C@H]1CN(C)C(=O)Nc1ccc(C(F)(F)F)cc1	-4.7
C[C@@H]1CN([C@@H](C)CO)C(=O)c2cc(-c3cncnc3)cnc2O[C@H]1CN(C)CC1CCOCC1	1.2
COc1ccc(NC(=O)N(C)C[C@@H]2Oc3ccc(NC(=O)C4CC4)cc3CC(=O)N([C@H](C)CO)C[C@H]2C)cc1	7.6
C[C@@H]1CCCCO[C@@H](CN(C)C(=O)c2ccccc2)[C@@H](C)CN([C@H](C)CO)C(=O)c2cc(NC(=O)Nc3ccccc3)ccc2O1	-1.3
COc1ccc(NC(=O)N(C)C[C@@H]2Oc3c(NC(=O)Nc4ccc5c(c4)OCO5)cccc3C(=O)N([C@H](C)CO)C[C@@H]2C)cc1	-1.9
C[C@@H]1CN([C@H](C)CO)S(=O)(=O)c2ccc(Br)cc2O[C@@H]1CN(C)CC1CCOCC1	3.8
C[C@H](CO)N1C[C@H](C)[C@H](CN(C)C(=O)Nc2cccc3ccccc23)Oc2ccc(NC(=O)Nc3ccc(C(F)(F)F)cc3)cc2C1=O	-12.5
C[C@@H]1CN([C@@H](C)CO)C(=O)c2cccc(NS(=O)(=O)c3cn(C)cn3)c2O[C@H]1CN(C)CC1CC1	2.7
CC(C)NC(=O)N(C)C[C@@H]1Oc2ccc(NC(=O)Cn3cnnn3)cc2CC(=O)N([C@@H](C)CO)C[C@H]1C	1.9
O=C(O)C[C@@H]1CC[C@H](NC(=O)c2ccccc2F)[C@H](CO)O1	-0.4
C[C@@H]1CN([C@@H](C)CO)C(=O)c2cc(C#CCc3ccccc3)cnc2O[C@H]1CN(C)CC1CCOCC1	24.0

Continued.
SMILES	NSD2 inh
C[C@@H]1CN([C@H](C)CO)C(=O)c2cc(NC(=O)CCC(F)(F)F)ccc2O[C@H]1CN(C)C(=O)Nc1ccc(F)cc1	4.2
C[C@H]1CN([C@@H](C)CO)C(=O)c2cc(Br)cnc2O[C@@H]1CN(C)C(=O)c1ccccc1	-3.3
C[C@@H]1CN([C@H](C)CO)C(=O)c2cc(NC(=O)CCN3CCOCC3)ccc2O[C@@H]1CN(C)C	-32.3
COc1ccc(NC(=O)Nc2ccc3c(c2)CC(=O)N([C@@H](C)CO)C[C@@H](C)[C@H](CN(C)Cc2ccc(Cl)c(Cl)c2)O3)cc1	-2.3
COc1ccc(S(=O)(=O)N(C)C[C@@H]2Oc3ccc(NC(=O)CCCCCC(=O)Nc4ccccc4N)cc3C(=O)N([C@H](C)CO)C[C@H]2C)cc1	-3.0
C[C@@H]1CN([C@H](C)CO)S(=O)(=O)c2ccc(C#C[C@@H](C)O)cc2O[C@@H]1CN(C)C	1.5

Arranged by value in NSD2 inh (falling): some entries from above
SMILES	NSD2 inh
C[C@@H]1CN([C@H](C)CO)C(=O)c2cc(NC(=O)CCC(F)(F)F)ccc2O[C@H]1CN(C)C(=O)Nc1ccc(F)cc1	4.2
C[C@@H]1CN([C@H](C)CO)S(=O)(=O)c2ccc(C#C[C@@H](C)O)cc2O[C@@H]1CN(C)C	1.5
COc1ccc(NC(=O)Nc2ccc3c(c2)CC(=O)N([C@@H](C)CO)C[C@@H](C)[C@H](CN(C)Cc2ccc(Cl)c(Cl)c2)O3)cc1	-2.3
C[C@H]1CN([C@@H](C)CO)C(=O)c2cc(Br)cnc2O[C@@H]1CN(C)C(=O)c1ccccc1	-3.3
C[C@@H]1CN([C@H](C)CO)C(=O)c2cc(NC(=O)CCN3CCOCC3)ccc2O[C@@H]1CN(C)C	-32.3

Only part of the results is shown. The share of hits here may be higher or lower than overall.
